PGK inhibitor – qHTS Assay to Find Inhibitors of Phosphoglycerate Kinase; Phosphoglycerate kinase, glycosomal (Trypanosoma brucei brucei), P07378; PGK/GAPDH coupled, Kinase-Glo luminescence, 60 min; Potency, µM (highest dose often 57.5 µM), for the others: at the top dose activity change, negative = inhibition, usual class: inhibitors; hit rate 0.043% among 380,000; note: potency is the fitted concentration of half-maximal effect; % is set by controls: 0 for no effect and ±100 for the full control effect; nearly all actives have a fitted effect of over 60% in size
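Luminescent ATP detection (Kinase-Glo Plus) follows a 60-minute room-temperature incubation, with wells lacking PGK as controls. Buffer: 100 mM TEA (pH 7.6), 5 mM MgCl2, 0.01% Tween-20. Coupling enzyme GAPDH (100 nM final) supplies unstable 1,3-BPG in-well.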
G9a inh – qHTS Assay for Inhibitors of Histone Lysine Methyltransferase G9a | Histone-lysine N-methyltransferase EHMT2 (Homo sapiens), Q96KQ7 | G9a H3K9 monomethylation, AlphaScreen, 2 h | Potency, µM (doses to about 102 µM), for the others: at the top dose activity, negative = inhibition, actives largely listed as inhibitors | hit rate 8.8% among 350,000; note: potency is the fitted concentration of half-maximal effect; % is set by controls: 0 for no effect and ±100 for the full control effect; nearly all actives have a fitted effect of over 75% in size
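Chemiluminescent proximity detection of H3K9 monomethylation, read after 10 min bead incubation in the dark. Reaction: 20 nM G9a, 500 nM biotin-H3K9 peptide, 20 uM SAM cofactor, 2 h, room temperature, following 15 min enzyme-compound preincubation.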
ERG-DNA inh – qHTS for Small Molecule Inhibitors of the ERG Ets/DNA interaction; fluorescence polarization, His-ERG Ets domain / labelled DNA; hit rate 0.028% among 370,000; Potency, µM (doses to about 76.9 µM), for inactives: top-dose FP activity, negative = inhibition, most hits filed as inhibitors; Transcriptional regulator ERG (Homo sapiens), P11308; active = well fitted inhibition curve with a large enough effect in the polarisation, with a control signal flat; inconclusive = small, poorly fitted or top-dose-only effect, or effect the other way, or a change in a side signal; inactive = no such curve, though single readings can be large or run the other way; the % refers to the polarisation;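 note: polarization taken with two DNA probes labelled with fluorescein and Texas red; potency is the fitted concentration of half-maximal effect; % of control where 0% means no effect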
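His-tagged ERG Ets domain (1 uM in the protein solution; 300mM KCl, 50mM Tris-HCl, 1mM EDTA, 1mM DTT, pH 7.5) received compound, then a probe mix of 5 nM fluorescein-DNA and 100nM Texas-615-DNA. Fluorescence polarization was read for both dyes.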
HP1b binding inh – HTS for Inhibitors of HP1-beta Chromodomain Interactions with Methylated Histone Tails | Chromobox protein homolog 1 (Homo sapiens), P83916 | AlphaScreen HP1-beta / biotin-H3K9me3 peptide binding | Potency, µM (highest dose often 114 µM), for inactives: at the top dose activity change, negative = inhibition, hits mostly inhibitors | hit rate 0.56% among 390,000 | AID 540317, 2011; note: potency is the fitted concentration of half-maximal effect; nearly all actives have a fitted effect of over 70% in size; inactives centre near 23
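HP1-beta protein (50 nM final) preincubated 30 min at room temperature with biotinylated H3(1-18)K9me3 peptide (50 nM) in PBS pH 7.4, 0.01% Tween-20, then compound added for 30 min. AlphaScreen streptavidin donor/nickel chelate acceptor beads (10 ug/mL final), 30 min dark, luminescence read.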
GLS inhibitor – qHTS for Inhibitors of Glutaminase (GLS); GLS enzymatic activity, qHTS titration; Potency, µM (top dose mostly 45.5 µM), for inactives: top-dose activity change, negative = inhibition, most hits filed as inhibitors; hit rate 0.21% among 410,000; note: potency is the fitted concentration of half-maximal effect; % is set by controls: 0 for no effect and ±100 for the full control effect
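Glutamate formation by hKGA was monitored fluorometrically using coupled glutamate oxidase, HRP and Amplex Red. Substrate was added as 1 mM L-glutamine solution; incubation was 30 min at RT after an initial read.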
BAZ2B block – qHTS Assay for Inhibitors of BAZ2B | AID 504333, 2011 | AlphaScreen BAZ2B-H3K14Ac peptide displacement | Potency, µM (doses to about 114 µM), for inactives: at the top dose activity change, negative = inhibition, usual class: inhibitors | hit rate 4.4% among 360,000 | Bromodomain adjacent to zinc finger domain protein 2B (Homo sapiens), Q9UIF8; note: potency is the fitted concentration of half-maximal effect; % is set by controls: 0 for no effect and ±100 for the full control effect; nearly all actives have a fitted effect of over 60% in size
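Complex of BAZ2B and biotin-H3K14Ac (50 nM apiece) forms over 30 min at RT, then faces library compounds up to 110 uM for another 30 min; AlphaScreen beads added, 20 min dark incubation, luminescence read.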
Pin1 inh – qHTS Assay to Find Inhibitors of Pin1; Pin1 FP peptide displacement, HiFluor488, 10 min; Potency, µM (highest dose often 115 µM), without a hit: at the top dose activity, negative = inhibition, hits mostly inhibitors; hit rate 0.009% among 390,000; AID 504891, 2011; active = well fitted inhibition curve with a large enough effect in the polarisation, with a control signal flat, not every such curve was filed as active; inconclusive = small, poorly fitted or top-dose-only effect, or effect the other way, or a change in a side signal; inactive = no such curve, though single readings can be large or run the other way; the % refers to the polarisation; note: potency is the fitted concentration of half-maximal effect; % is set by controls: 0 for no effect and ±100 for the full control effect
JMJD2A Tudor – qHTS Assay for Inhibitors of JMJD2A-Tudor Domain; hit rate 4.4% among 390,000; AlphaScreen JMJD2A-Tudor / H3K4me3 peptide binding; Lysine-specific demethylase 4A (Homo sapiens), O75164; Potency, µM (doses to about 114 µM), without a hit: at the top dose activity change, negative = inhibition, actives largely listed as inhibitors; note: potency is the fitted concentration of half-maximal effect; % is set by controls: 0 for no effect and ±100 for the full control effect; nearly all actives have a fitted effect of over 50% in size
PI4K2A block – qHTS for small molecular inhibitors of PI4K2A; hit rate 0.13% among 420,000; Phosphatidylinositol 4-kinase type 2-alpha (Homo sapiens), Q9BTU6; activity change, negative = inhibition, % at 76.9 µM; AID 1346378, 2018; purified PI4K2A, ADP-Glo luminescence, 1 h; hits give low values; in the data active = activity change below about -50%; inconclusive = mostly about -30% to -49%;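 note: -100% = wells without enzyme as full effect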
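In this quantitative HTS, ADP production by PI4K2A was quantified luminescently after 1 h at ambient temperature; 100 microM adenosine served as plate-quality control.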
* marks the source's active call; other numbers are inactive results; i = inactive; ? = inconclusive; / = not tested or not shown; & = joins results of further samples; [ ] = dose if it differs, or a comment. Unless noted, calls come from the whole dose curve; as a rule, active = well fitted curve in the direction sought with a large enough effect; inconclusive = small, poorly fitted or top-dose-only effect, or another doubt; inactive = no such curve, though single readings can be large; an effect the other way counts as inactive or inconclusive.

Start of the listing, in advance:
SMILES	PGK inhibitor	G9a inh	ERG-DNA inh	HP1b binding inh	GLS inhibitor	BAZ2B block	Pin1 inh	JMJD2A Tudor	PI4K2A block
CCOC(=O)/C(C#N)=N/Nc1ccccc1C#N	-4.6%	?	-5.4%	12.4%	21.6%	-20.8%	-1.7%	-26.0%	1.7
CCOc1cccc(C(c2c(C)n(C)n(-c3ccccc3)c2=O)c2c(C)n(C)n(-c3ccccc3)c2=O)c1OC	-2.9%	15.8%	1.7%&-1.0%	67.0%&34.6%[activator]	-0.1%&5.4%	-8.6%&-0.8%	-5.7%&0.0%	-10.1%&0.7%	-0.6&0.5
O=C(NC(=S)Nc1ccccn1)c1cncc(Br)c1	-1.2%	?	-9.1%	51.4%[activator]	11.1%	-20.3%	-2.4%	-8.6%	2.5
CN(C)c1ncc(C(=O)NCc2ccccc2Cl)cn1	/	-1.2%[12.7 µM]	-3.3%	23.8%	-0.5%	-0.2%	-4.7%	9.9%	0.9

This part in full, from the first entry:
SMILES	PGK inhibitor	G9a inh	ERG-DNA inh	HP1b binding inh	GLS inhibitor	BAZ2B block	Pin1 inh	JMJD2A Tudor	PI4K2A block
CCOC(=O)/C(C#N)=N/Nc1ccccc1C#N	-4.6%	?	-5.4%	12.4%	21.6%	-20.8%	-1.7%	-26.0%	1.7
CCOc1cccc(C(c2c(C)n(C)n(-c3ccccc3)c2=O)c2c(C)n(C)n(-c3ccccc3)c2=O)c1OC	-2.9%	15.8%	1.7%&-1.0%	67.0%&34.6%[activator]	-0.1%&5.4%	-8.6%&-0.8%	-5.7%&0.0%	-10.1%&0.7%	-0.6&0.5
O=C(NC(=S)Nc1ccccn1)c1cncc(Br)c1	-1.2%	?	-9.1%	51.4%[activator]	11.1%	-20.3%	-2.4%	-8.6%	2.5
CN(C)c1ncc(C(=O)NCc2ccccc2Cl)cn1	/	-1.2%[12.7 µM]	-3.3%	23.8%	-0.5%	-0.2%	-4.7%	9.9%	0.9
COc1cc(C2CC(C(F)(F)F)n3ncc(C(=O)O)c3N2)cc(OC)c1OC (stereo unspecified)	4.1%	-27.2%	8.4%	47.2%[activator]	/	10.0%	-1.7%	12.6%	-2.0
CC(C)(C)CN1CCC(Oc2cccc(C(=O)NCCCOc3cccnc3)c2)CC1	-3.8%	-8.8%	5.1%	25.9%	4.9%	-3.2%	-10.1%	-2.8%	4.5
CC(=O)c1ccc([N+](=O)[O-])cc1	2.5%	10.4%[0.501 µM]	-2.6%	25.9%	-1.1%	7.3%	-0.9%	-14.5%	6.0
CCCC(C)c1nnc(NC(=O)c2cc(C(=O)OC)cc([N+](=O)[O-])c2)s1 (stereo unspecified)	-0.7%	8.91µM*	3.6%	-59.1%	-16.3%	-6.4%	-0.8%	?	2.3
CC[C@H](C)[C@H](NC(=O)CNC(=O)COc1cc2c(c3oc(=O)cc(C)c13)CCC(C)(C)O2)C(=O)O	0.0%	7.0%	2.5%	15.0%	-2.0%	-27.2%	-4.7%	-9.7%	-0.2
N#Cc1cc(Sc2ccccn2)c([N+](=O)[O-])cc1C#N	-3.8%	8.9%	-10.3%	24.4%	7.7%	-3.3%	0.4%	-4.1%	-6.4
C/C(=N\NC1=NCCN1)c1ccccc1	i	0.3%	-1.0%	20.6%	1.8%	-2.4%	7.9%	-0.7%	-4.9
CC(C)N(NC(=O)c1cccc2ccccc12)C(C)C	2.3%	-41.4%	-4.7%	32.9%[activator]	1.7%	13.1%	3.7%	-5.4%	4.5
Cc1cc(C)c(S(=O)(=O)NCC(c2ccc(N(C)C)cc2)N2CCc3ccccc32)c(C)c1 (stereo unspecified)	-3.7%	11.2µM*	6.5%	?	8.7%	3.16µM*	15.6%	12.6µM*	-2.9
COC(=O)c1cccc(C(=O)N2CCCC(C(=O)c3cc(F)ccc3F)C2)c1 (stereo unspecified)	0.1%	0.0%	-3.2%	22.2%	34.6%[activator]	-13.8%	-3.3%	-11.3%	1.2
O/N=C\c1cnc(N2CCN(c3ccccc3)CC2)s1	/	-39.2%	7.2%	15.3%	20.7%	-26.7%	-2.8%	-32.9%	-2.5
CN(C)CCCn1cnc2c(c1=N)C(c1ccccc1)c1ccc3ccccc3c1O2 (stereo unspecified)	-4.9%	?	1.7%	-0.7%	5.4%	-14.9%	?	-26.1%	-2.0
Cc1ccc(NC(=O)c2c([N+](=O)[O-])c(C(C)(C)C)nn2C)c(C)c1	3.2%	-7.5%[59 µM]	2.3%	26.6%	-13.5%	-17.2%	-5.8%	-2.1%	-3.8
CC(=O)NS(=O)(=O)c1ccc(NC(=O)CCC(=O)Oc2ccc(C)cc2)cc1	-5.2%	-11.2%	0.5%	33.4%	5.4%	3.8%	-1.6%	7.6%	-2.2
CCOc1ccc(NC(=O)C2CCCN(c3c(CC)c(C)nc4ncnn34)C2)cc1 (stereo unspecified)	8.3%	17.5%	-8.0%	18.5%	1.9%	4.8%	-0.6%	-9.2%	0.3
CCOC(=O)C1=C(C)NC(=O)NC1c1ccc(OC(=O)c2ccco2)c(OC)c1 (stereo unspecified)	-5.8%	17.8%[59 µM]	/	23.6%	4.6%	0.4%	2.5%	-18.0%	-3.0
O=C(Nc1cccc(C(=O)OCc2cc(=O)n3ccsc3n2)c1)c1ccc(F)cc1	3.9%	3.6%[59 µM]	3.2%	16.5%	-0.4%	-5.5%	-0.6%	-1.0%	0.8
O=C(/C=C/c1ccc(Cl)c([N+](=O)[O-])c1)Nc1cccnc1	-4.5%	12.9%[59 µM]	-2.7%	-2.3%	17.1%	-2.9%	?	-21.1%	-17.6
COc1ccc(-c2nc(CC(=O)O)cs2)cc1	i	?	-6.4%	4.3%	-12.0%	-5.9%	-4.4%	-11.0%[11.4 µM]	0.5
c1ccc2c(c1)oc1c(N3CCOCC3)ncnc12	i	?	-6.9%	12.9%	0.5%	-35.8%	9.8%	?	-8.3
CCCCOc1ccc(Cc2c(O)nc(SC)[nH]c2=O)cc1	-1.4%	7.3%[0.501 µM]	-10.9%	37.9%	-0.7%	-6.6%	-0.1%	-9.7%	-2.6
Cn1c(SCC(=O)c2ccc(O)c(O)c2)nnc1-c1cccs1	-21.7%	/	-18.4%	-4.6%	-14.3%	50.1µM*	-11.2%	25.1µM*	6.5
